# Apaf1 inhib – human Apaf-1 inhibition; reconstituted apoptosome caspase-3 activity, DEVD-Rh110 fluorescence; inhibition, % at 20 µM; 330,000 tested, 0.71% active; AID 489030; active = inhibition of at least 40% at 20 µM;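 note: plate controls were DMSO wells for no effect and DEVD-CHO caspase inhibitor wells for full effect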
#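 Medium: Hepes buffer, pH 7.5 / System: biochemical Apaf-1 apoptosome reconstitution / Measured by: Rh110 fluorescence, excitation 480 nm, emission 540 nm / Times: compound with Apaf-1, dATP, procaspase-3 30 min, then 50 min reaction, room temperature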
# hIAP block – blocks human intestinal alkaline phosphatase. P09923. purified IAP, CDP-Star luminescence, 30 min. inhibition, % at 10 µM. 330,000 tested, 0.12% active. AID 2544;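 active = inhibition reaching a set limit with compound at 10 µM in the primary screen, cut at about 35% in these data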;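 note: plate controls were DMSO wells with enzyme for no effect and no-enzyme buffer wells for full effect; values of inactives mirror those of a sister screen read the other way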
# Target sequence (P09923 whole entry, looked up): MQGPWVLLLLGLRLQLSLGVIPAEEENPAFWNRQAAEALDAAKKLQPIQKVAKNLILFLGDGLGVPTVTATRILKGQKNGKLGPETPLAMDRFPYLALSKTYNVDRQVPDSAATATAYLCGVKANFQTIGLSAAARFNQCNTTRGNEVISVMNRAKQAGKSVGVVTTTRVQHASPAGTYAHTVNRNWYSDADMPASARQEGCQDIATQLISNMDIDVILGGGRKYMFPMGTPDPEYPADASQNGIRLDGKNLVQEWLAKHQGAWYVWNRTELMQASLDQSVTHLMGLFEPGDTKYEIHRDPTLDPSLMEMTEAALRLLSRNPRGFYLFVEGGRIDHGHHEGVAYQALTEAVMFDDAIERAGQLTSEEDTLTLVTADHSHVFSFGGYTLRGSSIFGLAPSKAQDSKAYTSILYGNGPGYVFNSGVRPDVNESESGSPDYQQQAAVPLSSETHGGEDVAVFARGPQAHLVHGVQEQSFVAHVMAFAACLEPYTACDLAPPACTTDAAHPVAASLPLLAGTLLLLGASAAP
# mIAP inh – blocks mouse intestinal alkaline phosphatase. AID 2806. purified mouse IAP, CDP-Star luminescence, 30 min. inhibition, % at 10 µM. 330,000 tested, 0.2% active;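 active = inhibition of at least 40% at 10 µM in the primary screen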;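 note: plate controls were DMSO with enzyme for no effect and no enzyme wells for full effect; values of inactives mirror those of a sister screen read the other way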
# tim10-1 inh – inhibits growth of tim10-1 mutant yeast | inhibition, % at 20 µM | 330,000 tested, 2.2% active | S. cerevisiae tim10-1 ts strain growth, BacTiter-Glo, 24 h | AID 463190;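 active = inhibition of at least 40%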;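 note: mutant grown at 25 °C; 0% = DMSO wells with yeast and 100% = wells holding no yeast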
# NLRP3 yeast inh – blocks the NALP3 inflammasome reconstituted in yeast; Yeast reconstituted NLRP3/ASC/caspase-1, beta-gal luminescence, 24 h; inhibition, % at 10 µM; 330,000 tested, 0.39% active; AID 2825;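 active = inhibition of 50% or more; inactive = inhibition below 50%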;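 note: plate controls were induced DMSO wells for no effect and uninduced yeast grown without galactose for full effect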
# hIAP activ – increases human intestinal alkaline phosphatase activity. purified human IAP, CDP-Star luminescence, 30 min; hits give high values; 1 = vehicle-only enzyme, 0 = enzyme-free background. P09923. activation factor at 10 µM. 330,000 tested, 0.16% active;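 active = activation factor of the enzyme at least 2-fold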; note: the source names both 10 and 20 µM as test concentration; values of inactives mirror those of a sister screen read the other way
# ATG4B inhibitor – inhibitors of human ATG4B cysteine protease | ATG4B cleavage of LC3-PLA2, NBD-HPC fluorescence, 1 h | inhibition, % at 8.33 µM | 340,000 tested, 0.51% active | AID 504462; in the data active = inhibition above about 40%
# Target sequence (Q9Y4P1 whole entry, looked up): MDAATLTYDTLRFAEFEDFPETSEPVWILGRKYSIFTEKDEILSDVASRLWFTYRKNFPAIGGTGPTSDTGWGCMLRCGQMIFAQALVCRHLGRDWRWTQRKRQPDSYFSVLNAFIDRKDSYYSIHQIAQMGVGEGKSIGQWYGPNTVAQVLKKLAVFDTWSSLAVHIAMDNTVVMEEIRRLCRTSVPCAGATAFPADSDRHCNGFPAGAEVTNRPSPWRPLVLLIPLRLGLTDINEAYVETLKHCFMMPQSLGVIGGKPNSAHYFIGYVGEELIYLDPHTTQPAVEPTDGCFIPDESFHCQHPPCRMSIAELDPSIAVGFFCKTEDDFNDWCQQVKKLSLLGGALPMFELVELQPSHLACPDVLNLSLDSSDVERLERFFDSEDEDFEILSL
# mIAP act – increases mouse intestinal alkaline phosphatase activity | 330,000 tested, 0.24% active | activation factor at 10 µM | muIAP, CDP-Star luminescence, 30 min; hits give high values; 1 = vehicle-only enzyme signal, 0 = enzyme-free wells;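 active = activation factor of at least 2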; note: the source names both 10 and 20 µM as test concentration; values of inactives mirror those of a sister screen read the other way
#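 Assay system: mouse IAP enzyme; reagent: chemiluminescent substrate CDP-Star; dosing: test compounds delivered from DMSO solution; schedule: 30 min at room temperature; measured by: luminescence from enzymatic CDP-Star hydrolysis; controls: DMSO-only wells and no-enzyme negative control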
# TIM10 inh – growth inhibitors of TIM10 yeast strain; S. cerevisiae TIM10 strain growth, BacTiter-Glo luminescence, 24 h; inhibition, % at 10 µM; 330,000 tested, 1.4% active;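 active = inhibition of 40% or more at the single tested concentration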;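 note: wild-type TIM10 isogenic control strain grown at permissive 25 °C; 0% = DMSO yeast wells and 100% = minimal medium wells without yeast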
# * = called active by the depositor.
smiles,Apaf1 inhib,hIAP block,mIAP inh,tim10-1 inh,NLRP3 yeast inh,hIAP activ,ATG4B inhibitor,mIAP act,TIM10 inh
COc1ccc(/C=N/Nc2nnc(-c3ccccc3)c(=O)[nH]2)cc1,5,14,-4,5,23,0.86,-5,1,-8
CCOC(=O)c1c(C)n2c3c(cc(C)cc13)CCC2,19,-25,-5,31,23,1.2,-11,1,22
FC(F)(F)c1ccc(NCCc2ccccc2)nc1,-4,-16,-2,-4,-2,1.2,5,1,-4
Cn1c(Nc2ccc(Cl)cc2)cc(=O)n(C)c1=O,4,10,-2,-9,28,0.9,1,1,-3
Cc1ccccc1CSc1nnc2ccc(-c3ccncc3)nn12,5,-24,-1,-4,-3,1.2,-3,1,-3
Cc1ccc(-c2csc3ncnc(NCCC(=O)O)c23)cc1C,5,11,4,2,12,0.89,3,0.96,-4
N#Cc1c(-c2ccccc2)[nH]c(=O)[nH]c1=O,-2,14,4,8,11,0.86,0,0.96,3
COc1ccc2nc(SCC(=O)NCc3ccc(S(N)(=O)=O)cc3)[nH]c2c1,-1,1,9,-9,1,0.99,5,0.91,8
O=C1CCC(=O)N1OCCCOc1ccccc1,-2,-16,-12,13,-4,1.2,-6,1.1,-21
CCN(CC(=O)NCc1ccc(Cl)cc1)C(=O)c1ccc(C#N)cc1,15,-14,-4,25,-3,1.1,-6,1,-6
CCn1cc(Br)c(C(=O)Nc2ccc(OC)cc2)n1,-26,14,0,-4,16,0.86,0,0.99,5
Cc1ccc(S(=O)(=O)N2[C@@H](c3ccc(C(C)(C)C)cc3)C(C(=O)O)=CC[C@H]2c2ccc(Cl)cc2)cc1,17,-15,13,-33,11,1.2,46*,0.87,9
O=C(NC1CCN(Cc2ccc3ccccc3c2)CC1)c1ccccc1,5,-2,3,-7,25,1,1,0.97,-10
CCOC(=O)NC(=O)/C(C#N)=N/Nc1c(F)cccc1F,-7,5,0,-11,21,0.95,-3,1,8
CC(Oc1ccccc1)C(=O)Nc1nc(-c2ccccn2)cs1 (centres undefined),13,-49,8,23,30,1.5,13,0.92,18
Cn1cc(Cl)c(-c2n[nH]c(=S)n2-c2ccc(F)cc2)n1,-1,4,-7,8,27,0.95,-3,1.1,2
O=C(CSc1nnc2n1CCCN2)c1ccc([N+](=O)[O-])cc1,-12,8,7,-1,18,0.92,1,0.93,6
Cc1ccc(S(=O)(=O)Nc2c(C(=O)O)[nH]c3ccccc23)c(C)c1,0,-21,3,3,-4,1.2,-4,0.97,4
COC(=O)C(C)n1cnc2c(nnn2Cc2ccc(Cl)cc2)c1=O (centres undefined),-23,3,1,0,4,0.97,-5,0.99,-18
COc1ccc(C=O)cc1OC(=O)C1(C)Cc2ccccc2C(=O)O1 (centres undefined),-2,-4,-10,4,-19,1,-2,1.1,-19
Cc1cc(C(=O)Cn2nnc3ccccc3c2=O)c(C)n1Cc1cccs1,13,9,12,2,10,0.91,-2,0.88,12
CN(C)c1ccc(C(=O)NNC(=O)c2ccc(Cl)cc2)cc1,-14,-5,2,-34,27,1,-5,0.98,-25
COc1ccc(CCNC(=O)c2cc(-c3cc(C)cc(C)c3O)n[nH]2)cc1OC,5,-79,-15,12,8,1.8,-30,1.1,7
COCC(C)n1c(SCC(=O)NC(=O)Nc2ccc3c(c2)OCCO3)nc2ccccc2c1=O (centres undefined),-2,-32,8,20,16,1.3,-7,0.92,22
OCCN1CCN(c2cc(C(F)(F)F)nc3c(F)cccc23)CC1,-2,-6,-16,-6,-2,1.1,3,1.2,-12
COc1cc(Cl)ccc1NC(=O)COc1ccccc1C(=O)N1CCN(c2ccc(O)cc2)CC1,15,-10,0,17,10,1.1,-11,0.99,2
Cc1occc1C(=O)NCc1ccc(C(=O)O)o1,-1,11,-2,-3,9,0.89,3,1,-13
COc1ccc(CCNCc2c(OC)ccc3ccccc23)cc1OC,6,-2,6,2,14,1,-2,0.94,17
O=C(COC(=O)CCC(=O)c1ccc(F)cc1)NCc1ccco1,0,10,10,5,10,0.9,2,0.91,22
COc1cccc(NC(=O)Nc2ccc3nsnc3c2)c1,-1,11,18,-5,7,0.89,-10,0.82,9
CC(C)c1nc(SCC(=O)Nc2ccc(C(=O)O)cc2)c2c3c(sc2n1)CCCC3,10,20,4,-3,8,0.8,2,0.96,16
CCNC(=O)COC(=O)/C=C/c1cccc(F)c1,0,8,-2,2,14,0.92,3,1,3
O=C(CSc1nc2ccc([N+](=O)[O-])cc2s1)NC1CCS(=O)(=O)C1 (centres undefined),4,-10,-8,22,3,1.1,-7,1.1,8
Fc1cccc(Cl)c1Cn1nnc2c(NCc3ccncc3)ncnc21,-21,-10,-10,32,-13,1.1,-10,1.1,1
CC1Sc2ccc(S(=O)(=O)N3CCN(c4ccccc4)CC3)cc2NC1=O (centres undefined),25,8,-8,26,23,0.92,-9,1.1,13
COCCn1c(SCC(=O)NC2CCCC2)nc2cccnc21,-3,-13,-8,13,16,1.1,-3,1.1,-5
O=S(=O)(NC1=NCCC1)c1cccc(NC(=S)Nc2ccc(OC(F)F)cc2)c1,-1,-12,4,2,9,1.1,-5,0.96,8
O=[N+]([O-])c1cc(/C=N\O)ccc1Oc1ccc(F)cc1,4,-21,3,46*,10,1.2,-16,0.97,15
O=c1oc2cc(OCc3ccc(C(F)(F)F)cc3)ccc2cc1-c1ccccn1,-3,15,1,4,7,0.85,9,0.99,8
CCOC(=O)c1sc(=S)n(-c2ccccc2)c1N(C(C)=O)C(C)=O,0,3,5,2,-1,0.97,12,0.95,2
COc1ccc2cc(CCNS(=O)(=O)c3c(C)cc(C)cc3C)c(=O)[nH]c2c1,2,17,3,10,21,0.83,-8,0.97,16
Cc1cc2cc(OCc3ccccc3)ccc2n1C,4,0,-7,-11,17,1,9,1.1,-5
CCc1nc2sc3c(c2c(=S)[nH]1)CC(C)(C)OC3,3,-2,4,16,19,1,0,0.96,16
O=[N+]([O-])c1ccccc1SNc1ccccn1,-1,5,-4,11,-5,0.95,2,1,-4
CC1=NN(C(=O)c2ccc(Cn3cc([N+](=O)[O-])cn3)cc2)C(O)(C(F)(F)F)C1 (centres undefined),0,-15,3,10,0,1.2,-8,0.97,7
COc1ccc(Cc2nnn(CC(=O)O)n2)cc1,11,-3,-11,25,15,1,-8,1.1,10
O=C(CN1CCN(C2CCCCC2)CC1)NCCC1=CCCCC1,-3,-10,-11,-16,7,1.1,1,1.1,-15
Oc1ccc(CCC2CCCCN2Cc2nc(C3CC3)no2)cc1 (centres undefined),1,2,6,-6,10,0.98,0,0.94,-2
O=C(C1CCN(S(=O)(=O)c2cnc[nH]2)CC1)N1CCN(c2ccc([N+](=O)[O-])cc2)CC1,-11,-28,8,15,19,1.3,-6,0.93,-10
CC(=O)c1cnc(-c2ccccc2Cl)s1,-4,4,0,4,12,0.96,-1,1,14
O=C(NCCc1ccccc1)/C(=C\c1ccccc1)NC(=O)c1ccco1,-18,-4,6,7,6,1,-2,0.94,6
O=C(/C=C/c1ccco1)N1CCN(S(=O)(=O)c2ccccc2)CC1,0,-6,5,-1,0,1.1,-6,0.95,13
CCCC(=O)Nc1nc(-c2ccc(OC)cc2)cs1,9,-7,1,-1,19,1.1,-5,0.99,11
CCOC(=O)c1[nH]c2ccccc2c1NC(=O)c1ccco1,16,-9,12,15,30,1.1,-19,0.88,12
CC(C)Oc1ccc(CNC(=O)c2ccc3c(c2)N(C)CCS3)cc1,12,22,-20,32,33,0.79,-7,1.2,21
O=C(/C=C/c1ccc2ccccc2c1)c1ccoc1,13,-8,1,20,34,1.1,9,0.99,23
COC(=O)c1c(C)[nH]c(C(=O)CN(C)CC(=O)Nc2cccc(F)c2)c1C,6,2,-14,0,11,0.98,-7,1.1,4
COc1ccc(-c2csc3nc(C(C)(C)C)oc(=O)c23)cc1OC,17,-7,-4,38,6,1.1,10,1,29
Cc1ccc(NC(=O)COC(=O)/C=C/c2c(C)nn(-c3ccc(F)cc3)c2Cl)cc1F,11,-19,11,5,3,1.2,7,0.89,-7
O=C(NCc1ccc(F)cc1)C(=O)NCC1CCCN1S(=O)(=O)c1ccccc1 (centres undefined),15,16,4,15,7,0.84,-9,0.96,-4

# An excerpt of these results, as labelled records.
COc1ccc(C=O)cc1OC(=O)C1(C)Cc2ccccc2C(=O)O1 (centres undefined)
  Apaf1 inhib: -2; hIAP block: -4; mIAP inh: -10; tim10-1 inh: 4; NLRP3 yeast inh: -19; hIAP activ: 1; ATG4B inhibitor: -2; mIAP act: 1.1; TIM10 inh: -19
COc1ccc2nc(SCC(=O)NCc3ccc(S(N)(=O)=O)cc3)[nH]c2c1
  Apaf1 inhib: -1; hIAP block: 1; mIAP inh: 9; tim10-1 inh: -9; NLRP3 yeast inh: 1; hIAP activ: 0.99; ATG4B inhibitor: 5; mIAP act: 0.91; TIM10 inh: 8
O=S(=O)(NC1=NCCC1)c1cccc(NC(=S)Nc2ccc(OC(F)F)cc2)c1
  Apaf1 inhib: -1; hIAP block: -12; mIAP inh: 4; tim10-1 inh: 2; NLRP3 yeast inh: 9; hIAP activ: 1.1; ATG4B inhibitor: -5; mIAP act: 0.96; TIM10 inh: 8
O=C(CSc1nnc2n1CCCN2)c1ccc([N+](=O)[O-])cc1
  Apaf1 inhib: -12; hIAP block: 8; mIAP inh: 7; tim10-1 inh: -1; NLRP3 yeast inh: 18; hIAP activ: 0.92; ATG4B inhibitor: 1; mIAP act: 0.93; TIM10 inh: 6

# More results.
smiles,Apaf1 inhib,hIAP block,mIAP inh,tim10-1 inh,NLRP3 yeast inh,hIAP activ,ATG4B inhibitor,mIAP act,TIM10 inh
COc1cc(-c2nnc(-c3cccnc3)o2)cc(OC)c1OC,-10,0,9,23,9,1,-5,0.91,21
O=C(NCCOc1ccccc1)C1CCCCC1,-13,0,15,2,6,1,0,0.85,7
Cc1ccc(NC(=O)CN(C)C(=O)c2cccc(S(=O)(=O)N3CCCC3)c2)cc1,-6,13,-6,15,8,0.87,-3,1.1,7
CCn1c(C)nnc1SCC(=O)Nc1cccc(Cl)c1,-15,5,1,0,7,0.95,-5,0.99,14
O=C(CCNC(=O)C1CCN(S(=O)(=O)c2ccc(F)cc2)CC1)NCc1cccc(Cl)c1,1,-2,-6,-8,13,1,-1,1.1,5
O=C(Nc1ncnc2sc3c(c12)CCCC3)c1ccncc1,-7,-11,10,6,-5,1.1,-3,0.9,14
COc1ccc(NC(=O)NCc2ccccn2)c(OC)c1,5,2,3,6,17,0.97,-1,0.97,6
CCCn1c(C)cc(=O)c2cc(NC(=O)c3cnccn3)ccc21,4,26,10,17,38,0.74,-27,0.9,24
CCCN(Cc1ccccc1)C(=S)NC(=O)c1ccccc1[N+](=O)[O-],3,-13,2,32,33,1.1,-8,0.98,44*
CCOc1ccccc1NC(=O)c1nc[nH]c1C(=O)Nc1ccccc1OCC,8,-25,1,-1,4,1.2,-16,0.99,-1
Cc1ccc2c(C(=O)CN3CCOCC3)c(C)[nH]c2c1,-2,15,-2,4,10,0.85,-3,1,10
O=C(c1ccccc1)N1CCN(C(=O)c2ccccc2)CC1,-5,-23,7,3,4,1.2,4,0.93,5
Cc1cc(C)n2c3c(c(C#N)c2n1)CC(C)(C)OC3,0,-6,-8,9,12,1.1,-12,1.1,8
O=C(c1ccc2c(c1)OCO2)C1CCCN(Cc2cc(F)ccc2-n2cccn2)C1 (centres undefined),-17,10,-9,15,-8,0.9,3,1.1,14
C=C(C)CNC(=O)CCc1nnc(Cc2cccc(C(F)(F)F)c2)o1,2,-2,-3,19,5,1,-6,1,-5
Fc1ccc(-c2nnc(SCc3cccnc3)o2)cc1,4,5,11,10,3,0.95,-4,0.89,14

# Source: PubChem

# Rows are unselected, and some 4.5% of all compounds hit somewhere here.
